C diff growth: inhibitors of Clostridium difficile growth; Clostridium difficile clinical isolate growth, OD600, 24 h; active compounds read low; growth activity, negative = inhibition, % at 16 µg/mL (by protocol); actives 0.25% (n = 86,000); AID 1259249;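 active means mean growth activity at or below -80% and every replicate also at or below -80%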;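 further: 0% = DMSO wells and -100% = levofloxacin 16 µg/mL wells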
* = called active by the depositor; & = joins results of further samples. Some of the compounds tested; the hit share may differ from the screen's.

SMILES	C diff growth
[N-]=[N+]=Nc1ccccc1C[C@@]1(C(=O)NCc2ccccc2)N=C(c2ccc(OCCCO)cc2)O[C@@H]1c1ccccc1N=[N+]=[N-]	-1
COc1ccc([C@@H](OC(=O)Nc2ccc(SC)cc2)[C@@H](CCO)OC)cc1O	-6
CCO[C@H]1OC(C(=O)N2CCN(Cc3ccc4c(c3)OCO4)CC2)=C[C@@H](c2ccc(Br)cc2)[C@@H]1CCCO	-20
C=CCNC(=O)[C@H]1[C@@H]2C(=O)O[C@@H](c3ccccc3)[C@@H](c3ccccc3)N2[C@@H](c2ccccc2OCCO)[C@]12C(=O)N(C(=O)OCCOC)c1ccc(C#Cc3ccc(OC)cc3)cc12	-2
COC(=O)c1c2oc(c1C(=O)OC)C(=O)N(C)Cc1cn(nn1)C[C@@H](Cc1ccccc1)NC(=O)N[C@H](CO)CC2	2
C=C[C@@H](CO)NS(=O)(=O)c1ccc(Br)cc1	1
CCC(CO)Oc1cc(NC(=O)c2ccc(N)cc2)c2ncn(C(C)C)c2c1 (stereo not drawn)	-7
COC(=O)c1cn(CC(=O)N2CCN(c3ccccc3)CC2)nn1	-1
O=C1N(CCS(=O)(=O)c2ccccc2)Cc2ccccc2C[C@@]12COC(c1ccc(OCCCO)cc1)=N2	17
O=C(Nc1ccccc1)C1=C[C@H](c2csc3ccccc23)C[C@H](OCCCCO)O1	5&11
C=CC1C2C(C)=CC(C3C(=O)N(C)C(=O)C32)N1Cc1ccc(OC)cc1 (stereo not drawn)	-2
COc1ccc(C#Cc2ccc3c(c2)[C@]2(C(=O)N3)[C@H](c3ccccc3OCCO)N3[C@H](c4ccccc4)[C@H](c4ccccc4)OC(=O)[C@H]3[C@@H]2C(=O)NC[C@H](O)c2ccccc2)cc1	-1
CN(C)c1nc(N)nc(CSc2nnnn2-c2ccc(Cl)cc2)n1	-4
O=C1O[C@H](c2ccccc2)[C@H](c2ccccc2)N2[C@H]1[C@@H](C(=O)N1CCN(c3ncccn3)CC1)[C@]1(C(=O)Nc3ccc(C#CC4(O)CCCCCC4)cc31)[C@H]2c1ccc(OCCO)cc1	-2
C#CCNC(=O)C1=C[C@H](c2ccc(C(F)(F)F)cc2)[C@@H](CCCO)[C@H](OCC)O1	-13
CCO[C@@H]1OC(C(=O)N2CCCC2)=C[C@H](C2CCCCC2)[C@H]1CCCO	2
COCCOC(=O)N1C(=O)[C@@]2(c3cc(C#Cc4ccc(OC)cc4)ccc31)[C@H](C(=O)N1CCN(c3ncccn3)CC1)[C@H]1C(=O)O[C@H](c3ccccc3)[C@H](c3ccccc3)N1[C@@H]2c1ccccc1OCCO	1
C#CCNC(=O)C1=C[C@@H](c2coc3ccccc3c2=O)C[C@@H](OCc2ccc(CO)cc2)O1	2
O=C1N(CCS(=O)(=O)c2ccccc2)Cc2ccccc2C[C@@]12N=C(c1ccc(OCCCO)cc1)O[C@H]2c1ccccc1	12
CCCNC(=O)[C@@]1(C)c2ccccc2C(=O)N(Cc2ccc(OC(F)(F)F)cc2)[C@H]1c1ccc(CO)cc1	9
COCCCNC(=O)[C@]1(Cc2ccccc2N=[N+]=[N-])N=C(c2ccc(OCCCO)cc2)O[C@@H]1c1ccccc1N=[N+]=[N-]	10
COc1ccc(CCNC(=O)[C@@H]2c3ccccc3C(=O)N(CC34CC5CC(CC(C5)C3)C4)[C@H]2c2ccc(CO)cc2)cc1	9
COc1ccc([Si](C)(C)[C@H]2[C@H](CCO)O[C@@]3(C(=O)N4c5c(cc(OC)cc53)C(C)=CC4(C)C)[C@@H]2C)cc1	-12
CN1CCN(C(=O)C2=C[C@@H](C3CCCCC3)C[C@@H](OCCCCO)O2)CC1	-10
C#Cc1ccc([C@@H]2C=C(C(=O)N3CCCCCCC3)O[C@H](OCC)[C@H]2CCCO)cc1	9

The final two entries of the section before come first, to join the parts:
SMILES	C diff growth
CN1CCN(C(=O)C2=C[C@@H](C3CCCCC3)C[C@@H](OCCCCO)O2)CC1	-10
C#Cc1ccc([C@@H]2C=C(C(=O)N3CCCCCCC3)O[C@H](OCC)[C@H]2CCCO)cc1	9
O=C(O)C1=C[C@H](c2ccc(Br)cc2)C[C@H](OCCCCO)O1	-2
CCO[C@H]1OC(C(=O)NC2CC2)=C[C@@H](c2ccccc2)[C@@H]1CCCO	-6
C=CCOC(=O)C1=C[C@@H](c2cn(C(C)=O)c3ccccc23)C[C@@H](OCc2ccc(CO)cc2)O1	4
O=C(NC1CC1)C1=C[C@@H](c2coc3ccccc3c2=O)C[C@@H](OCCCCO)O1	-7
COC(=O)CCCCCCC(=O)NOCc1ccccc1	-1
COC(=O)C(CC#Cc1ccc2c(c1)[C@]1(C(=O)N2)[C@H](c2ccc(O)cc2)N2[C@H](c3ccccc3)[C@H](c3ccccc3)OC(=O)[C@H]2[C@@H]1C(=O)N1CCCCCCC1)C(=O)OC	-1
O=C(NCc1ccccc1)C1=C[C@H](c2csc3ccccc23)C[C@H](OCCCCO)O1	7
C=CCN(Cc1ccccc1)C(=O)[C@@H]1N(C(C)(C)C)C(=O)[C@H]2[C@H](C(=O)O)[C@@H]3C=C[C@]12O3	-3
C#CCNC(=O)C1=C[C@H](C(C)(C)C)C[C@H](OCCCCO)O1	-4
C#CCNC(=O)C1=C[C@H](C2CC2)[C@@H](CCCO)[C@H](OCC)O1	1
COC(=O)[C@]1(CCS(=O)(=O)c2ccccc2)N=C(c2ccc(OCCCO)cc2)O[C@@H]1c1ccccc1CN=[N+]=[N-]	1
C#CCNC(=O)C1=C[C@H](C)[C@@H](CCCO)[C@H](OCC)O1	5
COc1ccc([Si](C)(C)[C@@H]2[C@@H](CC(=O)N3Cc4ccccc4C[C@H]3CO)O[C@]3(C(=O)N(C)c4c(Br)cc(C)cc43)[C@H]2C)cc1	4
COCCOC(=O)N1C(=O)[C@@]2(c3cc(C#CCNC(N)=O)ccc31)[C@H](c1ccccc1OCCO)N1[C@H](c3ccccc3)[C@H](c3ccccc3)OC(=O)[C@H]1[C@@H]2C(N)=O	13
COc1ccc([Si](C)(C)[C@@H]2[C@@H](CCO)O[C@]3(C(=O)N(Cc4ccccc4)c4ccc(N5CCC5=O)cc43)[C@H]2C)cc1	4
OCCSCC(O)CC(O)c1ccccc1 (stereo not drawn)	-5
O=C1[C@@H]2[C@H](C(=O)N1c1ccccc1)[C@@]13COC[C@H](c4ccccc4)N1C(=O)[C@]2(C(=O)NCc1ccccc1)O3	-1
O=C(NC1CC1)C1=C[C@@H](C2CC2)C[C@@H](OCCCCO)O1	-8
O=C(NCc1ccc(F)cc1)[C@H]1C[C@H]2C(=O)NCC(=O)N2[C@H]1c1ccc(O)cc1	5
COc1ccc(C#Cc2ccc3c(c2)[C@]2(C(=O)N3)[C@H](C(=O)N3CCN(c4ncccn4)CC3)[C@H]3C(=O)O[C@H](c4ccccc4)[C@H](c4ccccc4)N3[C@@H]2c2ccc(O)cc2)cc1	6
O=C/C=C/c1ccc(-c2ccccc2)cc1	7
O=C(C1=C[C@H](c2ccc(Br)cc2)C[C@H](OCCCCO)O1)N1CCN(Cc2ccc3c(c2)OCO3)CC1	6
CO[C@H]1O[C@H](CO)[C@@H](OC(=O)c2ccc(Br)cc2)[C@H](OC(=O)c2cc3ccccc3[nH]2)[C@H]1OC(=O)c1cc2ccccc2[nH]1	7
CC(C)Cc1ccc(CN2CC[C@@H](NS(=O)(=O)c3ccccc3)C2)cc1	-3
CN1CCN(C(=O)C2=C[C@H](c3csc4ccccc34)C[C@H](OCc3ccc(CO)cc3)O2)CC1	4
SMILES	C diff growth
O=C(NCc1nc2ccccc2[nH]1)C1=C[C@H](C2CC2)C[C@H](OCCCCO)O1	3
CN1C(=O)N[C@@H]2c3ccccc3O[C@@]1(C)[C@@H]2CO	-6
CO[C@H]1O[C@H](CO)[C@@H](OC(=O)Nc2cccc(F)c2)[C@H](OC(=O)Nc2ccccc2)[C@H]1OC(=O)Nc1ccccc1	-1
CC(C)(C)[C@@H]1C=C(C(=O)O)O[C@H](OCc2ccc(CO)cc2)C1	-10
C#CCNC(=O)C1=C[C@@H](C2CC2)[C@H](CCCO)[C@@H](OCC)O1	-2
O=C(Nc1ccccc1)C1=C[C@@H](c2ccc(C(F)(F)F)cc2)C[C@@H](OCCCCO)O1	4
CCO[C@@H]1OC(C(=O)Nc2ccccc2)=C[C@H](c2cn(C(C)=O)c3ccccc23)[C@H]1CCCO	4
C=CCN1C(=O)[C@@]2(O[C@@H](CCO)[C@H]([Si](C)(C)c3ccc(OC)cc3)[C@H]2C)c2ccccc21	-6
NCCCCCCNC(=O)[C@@H]1C[C@@H]2C(=O)NCC(=O)N2[C@@H]1c1ccc(O)cc1	0
COC(=O)[C@@H]1N=C(c2ccc(OCCCO)cc2)O[C@@H]1c1ccccc1N=[N+]=[N-]	0
C#Cc1ccc([C@H]2C=C(C(=O)Nc3ccccc3)O[C@@H](OCCCCO)C2)cc1	0

Some of the entries above in another layout:
smiles | C diff growth
COCCOC(=O)N1C(=O)[C@@]2(c3cc(C#CCNC(N)=O)ccc31)[C@H](c1ccccc1OCCO)N1[C@H](c3ccccc3)[C@H](c3ccccc3)OC(=O)[C@H]1[C@@H]2C(N)=O | 13
COc1ccc([Si](C)(C)[C@@H]2[C@@H](CCO)O[C@]3(C(=O)N(Cc4ccccc4)c4ccc(N5CCC5=O)cc43)[C@H]2C)cc1 | 4
OCCSCC(O)CC(O)c1ccccc1 (stereo not drawn) | -5
O=C1[C@@H]2[C@H](C(=O)N1c1ccccc1)[C@@]13COC[C@H](c4ccccc4)N1C(=O)[C@]2(C(=O)NCc1ccccc1)O3 | -1
O=C(NC1CC1)C1=C[C@@H](C2CC2)C[C@@H](OCCCCO)O1 | -8
O=C(NCc1ccc(F)cc1)[C@H]1C[C@H]2C(=O)NCC(=O)N2[C@H]1c1ccc(O)cc1 | 5
COc1ccc(C#Cc2ccc3c(c2)[C@]2(C(=O)N3)[C@H](C(=O)N3CCN(c4ncccn4)CC3)[C@H]3C(=O)O[C@H](c4ccccc4)[C@H](c4ccccc4)N3[C@@H]2c2ccc(O)cc2)cc1 | 6
O=C/C=C/c1ccc(-c2ccccc2)cc1 | 7
O=C(C1=C[C@H](c2ccc(Br)cc2)C[C@H](OCCCCO)O1)N1CCN(Cc2ccc3c(c2)OCO3)CC1 | 6
CO[C@H]1O[C@H](CO)[C@@H](OC(=O)c2ccc(Br)cc2)[C@H](OC(=O)c2cc3ccccc3[nH]2)[C@H]1OC(=O)c1cc2ccccc2[nH]1 | 7
CC(C)Cc1ccc(CN2CC[C@@H](NS(=O)(=O)c3ccccc3)C2)cc1 | -3
CN1CCN(C(=O)C2=C[C@H](c3csc4ccccc34)C[C@H](OCc3ccc(CO)cc3)O2)CC1 | 4
O=C(NCc1nc2ccccc2[nH]1)C1=C[C@H](C2CC2)C[C@H](OCCCCO)O1 | 3
CN1C(=O)N[C@@H]2c3ccccc3O[C@@]1(C)[C@@H]2CO | -6
CO[C@H]1O[C@H](CO)[C@@H](OC(=O)Nc2cccc(F)c2)[C@H](OC(=O)Nc2ccccc2)[C@H]1OC(=O)Nc1ccccc1 | -1
CC(C)(C)[C@@H]1C=C(C(=O)O)O[C@H](OCc2ccc(CO)cc2)C1 | -10
C#CCNC(=O)C1=C[C@@H](C2CC2)[C@H](CCCO)[C@@H](OCC)O1 | -2
O=C(Nc1ccccc1)C1=C[C@@H](c2ccc(C(F)(F)F)cc2)C[C@@H](OCCCCO)O1 | 4
CCO[C@@H]1OC(C(=O)Nc2ccccc2)=C[C@H](c2cn(C(C)=O)c3ccccc23)[C@H]1CCCO | 4
C=CCN1C(=O)[C@@]2(O[C@@H](CCO)[C@H]([Si](C)(C)c3ccc(OC)cc3)[C@H]2C)c2ccccc21 | -6
NCCCCCCNC(=O)[C@@H]1C[C@@H]2C(=O)NCC(=O)N2[C@@H]1c1ccc(O)cc1 | 0
COC(=O)[C@@H]1N=C(c2ccc(OCCCO)cc2)O[C@@H]1c1ccccc1N=[N+]=[N-] | 0
